All columns: NCI-60 one-dose screen, growth in % after 48 h at 10 µM unless noted; 100 = growth as untreated, 0 = no growth, -100 = all killed.
A549/ATCC: A549/ATCC NSCLC | hit rate 3.7% among 81,000 | AID 1794740
HOP-62: HOP-62 NSCLC | hit rate 3.9% among 80,000
HOP-92: HOP-92 NSCLC cells. hit rate 6.3% among 71,000. AID 1794738
SK-MEL-5: SK-MEL-5 melanoma; AID 1794755; hit rate 6.4% among 80,000
LOX IMVI: LOX IMVI melanoma; hit rate 7.4% among 79,000; AID 1794757
CCRF-CEM: CCRF-CEM leukemia | hit rate 7% among 77,000 | AID 1794778
M14: M14 melanoma | hit rate 6.2% among 80,000 | AID 1794745
EKVX: EKVX NSCLC; AID 1794765; hit rate 3% among 71,000
The depositor's hits bear a star; nt = no result given; & = joins results of further samples; ! = not active in a repeat; [ ] = dose if it differs, or a comment. The calls were made as follows: active = growth percent below 10; inactive = the rest. Random draw from the library (roughly 12% active in at least one column).

Molecule	A549/ATCC	HOP-62	HOP-92	SK-MEL-5	LOX IMVI	CCRF-CEM	M14	EKVX
CN(C)CCN(C)CC(C)(C)C(=O)/C=C/c1ccc(Cl)cc1	8.1*	3.8*	-25*	-25*	-96*	-9.3*	-64*	-19*
O=C(CSc1nnc(Cn2c(C(F)(F)F)nc3ccccc32)o1)Nc1ccccc1	89	91	107	101	94	100	103	101
Cc1c(C(=O)Nc2nc(-c3ccccc3)cs2)nnn1-c1ccccc1Br	31[50 µM]	95[50 µM]	57[50 µM]	-69*[50 µM]	12[50 µM]	41[50 µM]	43[50 µM]	31[50 µM]
OC(Cc1ccccc1)(c1ccccc1)C(O)(Cc1ccccc1)c1ccccc1 (stereo not drawn)	62	91	102	53	nt	40	66	41
NC(=O)C1CC2C=CC1C2 (stereo not drawn)	100&96	98&91	94&101	109&100	94&90	96&118	87&106	95&102
OCC(O)COc1ccccc1 (stereo not drawn)	99	101	nt	99	100	95	101	nt
NC(=O)c1c(NC(=O)c2ccccc2C(F)(F)F)sc2c1CCC(=O)C2	94	93	-9.7*	-60*	20	16	nt	24
CCC[C@@H]1C[C@@H](C(=O)N[C@H]([C@H]2O[C@H](SC)[C@H](O)[C@@H](O)[C@H]2O)[C@H](C)O)N(C)C1	105	103	55	105	101	95	96	103
Cc1nc2n[nH]c(N)c2c(C#N)c1C	124	95	72	114	97	78	99	82
c1ccc(C2=NN(c3ccccc3)C(c3ccccc3)C2)cc1 (stereo not drawn)	99	101	98	106	97	98	109	112
O=Cc1nccc2ccccc12	111	107	80	92	53	19	67	106
Nc1ccc(C(F)(F)F)cc1[N+](=O)[O-]	95&101	102	84&89	106&89	107&99	93&106	101&109	97&103
CC(C)(CCCN=C(N)Nc1ccc(Cl)cc1)c1ccc(F)cc1	80	69	28	nt	58	54	51	72
Cc1ccc(NC(=S)N/C=C(\c2ccccc2)S(=O)Cc2ccccc2)c(C)c1 (stereo not drawn)	98	96	80	99	102	97	97	87
CS(=O)(=O)c1nccc(-c2c(-c3cccc(OCc4ccccc4)c3)nc3occn23)n1	104	99	97	102	95	91	103	96
NS(=O)(=O)OCC1OC(n2cnc3cncnc32)C(O)C1O (stereo not drawn)	13&11[0.1 µM]	-13*[0.1 µM]	3.6*![0.1 µM]	49[0.1 µM]	6.0*[0.1 µM]	-1.1*![0.1 µM]	17&31[0.1 µM]	70[0.1 µM]
CCCCNC(=O)Oc1ccc(/C(=C(/C)Cc2ccc(OC)cc2)c2ccc(OCCN3CCCCC3)cc2)cc1	61	84	63	57	70	43	31	76
C=C1C(=O)O[C@H]2[C@H]1CC/C(COC(=O)C(=O)c1c[nH]c3ccccc13)=C\CC[C@@]1(C)O[C@@H]21	9.0*	2.7*	-74*	-90*	-81*	nt	-57*	48
CC(CCl)OC(=O)Nc1cccc(C(F)(F)F)c1 (stereo not drawn)	66	79	84	91	nt	92	86	88
O=C(c1ccccc1)N(CCCl)C(=O)N(CCCl)C(=O)c1ccccc1	96	91	62	96	88	100	101	nt
Nc1c(Br)cc2c(c1Br)Cc1cc(Cl)ccc1-2	96	83	nt	91	89	94	106	69
CCOC(=O)N1CCN(CCCCCCOc2ccc(Cl)cc2)CC1	86	92	86	96	84	91	96	94
Oc1ccc(-c2nc3ccccc3s2)cc1CN(Cc1ccccn1)Cc1ccccn1	2.4*	11	nt	-67*	2.3*	6.5*	-30*	5.4*
COc1ccc(NC(=O)c2sc3nc(C)c(C(=O)/C=C/c4ccccc4)cc3c2N)cc1	34	61	109	74	-75*	3.6*	62	87
CC(=O)O[C@H]1CC[C@@]2(C)[C@@H](CC[C@@H]3[C@@H]2CC(=O)[C@@]2(C)[C@H]3C[C@@H](C(C(C)=O)C(C)=O)[C@@H]2C(C)=O)C1	104	110	nt	104	99	99	111	116
c1ccc([I+]c2ccccc2)cc1 (tested in a mixture with another compound)	58	53	51	40	51	45	66	47
O=c1oc2ccccc2cc1-c1csc(N=Nc2c(O)[nH]c3ccc(Br)cc23)n1	100&94	40&104	-7.7*!	98&97	63&100	100&97	98&105	74&96
CCCCCCCCCCCCCCCCCC1=NCCN1CS(=O)(=O)O	-8.1*	nt	38	87	-2.9*	-5.5*	35	80
CC/C(=C(/c1ccc(O)cc1)c1ccc(OCCN2CCCCCC2)cc1)c1ccc(OC)cc1	99	101	73	95	106	79	78	102
COc1ccc(-c2c(NC(C)=O)noc2-c2cc(OC)c3c(c2OC)OCO3)cc1	100	102	96	96	101	97	107	nt
O=S(=O)(Nc1ccc(Cl)nn1)c1ccc(NC(=S)NCc2ccccc2)cc1	108	113	117	106	118	108	nt	115
CCCCONc1c2ccccc2nc2ccccc12	92	112	47	94	97	79	101	102
COc1ccc(NC(=O)Nc2ccc(OCc3ccc(Cl)cc3)cc2)cc1	98	92	115	98	12	88	98	102
Cc1ccc(NCC(=O)N2CCN(c3ncnc4c3cnn4-c3ccccc3)CC2)cc1	87	93	76	35	77	67	78	58
CC(=O)C(=Cc1ccc(Cl)cc1)C(C)=O	97	99	nt	95	93	83	97	nt
COCCCNc1nc(Cl)nc(NCCCOC)n1	61	99	70	103	96	92	100	104
Cc1c2ccccc2nc(CSc2ccc(Cl)cc2)[n+]1[O-]	107	89	93	100	100	106	98	79
Cn1c(=O)ccc2ccccc21	105	101	95	113	92	129	109	101
Cc1ccc(NC(=O)CNc2cc(C(N)=O)cc(F)c2C)c(Cl)c1	92	72	75	97	94	nt	103	48
CCCCCCCCC1C(C)(c2ccccc2)CC1(C)c1ccccc1 (stereo not drawn)	111	120	108	94	94	88	109	101
CSC(=S)N/N=C/c1coc2ccc(F)cc2c1=O	111	95	83	97	92	136	88	95
O=C(CCN1CCCCC1)C(c1ccccc1)c1ccccc1	97	90	98	100	77	99	96	99
O=C1N=c2ccccc2=C1c1sc(=Nc2ccccc2)n(Nc2ccccc2)c1O	108	100	102	nt	100	103	100	94
Cc1ccc2c(c1)C(N1CCCC1=O)CCN2Cc1ccc(Cl)cc1 (stereo not drawn)	89	86	nt	74	82	84	83	72
Cc1cc(=O)oc2cc(OCCCCOc3ccc(/C=C/C(=O)Nc4ccc(F)c(Cl)c4)cc3)ccc12	80	108	115	85	98	93	96	96
CCOC(=O)C1=NC(CO)C(=O)N(c2ccc(Cl)cc2)N1 (stereo not drawn)	102	95	100	103	28	105	nt	97
CC[S+](CC)CC(=O)c1ccc(Br)cc1	105	120	88	98	97	nt	109	104
Cn1cc(-c2nn3c(=O)cc(-c4ccccc4)nc3s2)c2cc(Cl)ccc21	93	83	67	95	92	108	95	76
O=C(CCCC(=O)N/N=C/c1ccccc1Cl)N/N=C\c1ccccc1Cl	105	108	81	102	nt	128	105	91
CNCCCC12CCC(c3ccccc31)c1ccccc12	90	83	49	75	80	85	80	88
O=C(NNc1ccccc1)Nc1ccccc1	95	111	76	104	102	95	104	97
C=CCc1cc(C(=C/C)/C(=C/C)c2ccc(OC(C)=O)c(CC=C)c2)ccc1OC(C)=O	74	83	79	84	85	66	88	86
Nc1ccc(SCc2cc3ccccc3[nH]c2=O)cc1	85	86	90	95	64	55	65	83
CCN(CCO)CCNc1ccc(C)c2sc3cc(OC)ccc3c(=O)c12	59	62	56	81	51	48	79	86
CN1C(=O)N(C)C2C1NN=c1s/c(=C\c3ccsc3)c(=O)n12 (stereo not drawn)	42	47	nt	42	38	29	23	66
COc1ccc(-c2nc3n[nH]c(Nc4ccccc4)c3c(=O)[nH]2)cc1OC	97	97	nt	101	99	98	129	114

Other records follow:
Molecule	A549/ATCC	HOP-62	HOP-92	SK-MEL-5	LOX IMVI	CCRF-CEM	M14	EKVX
CCOC(=O)c1c(O)cc(-c2ccc(Br)cc2)cc1-c1sc(N(C)Cc2ccccc2)nc1Cl	89	105	97	101	97	103	101	100
Cc1cccc(C)c1NC(=S)N(C)C	103	102	93	109	97	99	104	96
COc1ccc(C2=CC(c3cc(OC)c(OC)c(OC)c3)N3C(=O)CSC3=N2)cc1OC (stereo not drawn)	78	91	51	44	74	60	84	95
COc1cc2nc(N3CCCC3)nc(NCC3CCCCC3)c2cc1OC	6.9*	75	-17*	-98*	-93*	-9.7*	-79*	40
CCn1c(SCC(=O)Nc2nc3ccc(OC)cc3s2)nnc1-c1cccnc1Nc1cc(OC)c(OC)c(OC)c1	93	109	85	90	84	61	119	86
Cc1ccccc1-c1noc(Cn2cc(-c3ccccc3)nn2)n1	103	100	94	100	95	104	97	103
S=C(N/N=C\c1ccccc1)N/N=C/c1ccccc1	98	97	70	96	92	88	101	107
COc1ccc2nc(Cl)cc(C)c2c1	109&97	65&104	-12*!	120&99	113&105	89&100	109&100	98&80

Fetched by structure from the list above:
Molecule	A549/ATCC	HOP-62	HOP-92	SK-MEL-5	LOX IMVI	CCRF-CEM	M14	EKVX
COc1cc2nc(N3CCCC3)nc(NCC3CCCCC3)c2cc1OC	6.9*	75	-17*	-98*	-93*	-9.7*	-79*	40
S=C(N/N=C\c1ccccc1)N/N=C/c1ccccc1	98	97	70	96	92	88	101	107
CCn1c(SCC(=O)Nc2nc3ccc(OC)cc3s2)nnc1-c1cccnc1Nc1cc(OC)c(OC)c(OC)c1	93	109	85	90	84	61	119	86
CCOC(=O)c1c(O)cc(-c2ccc(Br)cc2)cc1-c1sc(N(C)Cc2ccccc2)nc1Cl	89	105	97	101	97	103	101	100
COc1ccc(C2=CC(c3cc(OC)c(OC)c(OC)c3)N3C(=O)CSC3=N2)cc1OC (stereo not drawn)	78	91	51	44	74	60	84	95
Cc1ccccc1-c1noc(Cn2cc(-c3ccccc3)nn2)n1	103	100	94	100	95	104	97	103

The list goes on:
Molecule	A549/ATCC	HOP-62	HOP-92	SK-MEL-5	LOX IMVI	CCRF-CEM	M14	EKVX
O=C1CC2CC=CCN2C=C1c1cccs1 (stereo not drawn)	71	83	89	101	100	101	102	100
O=C(Cc1ccccc1)NCCCNC(=O)Cc1ccccc1	97	101	84	105	96	115	104	100
CCCCCCCC(=O)OC1CCCCC1C1CCCCC1 (stereo not drawn)	103	106	101	102	94	99	104	98
CC(=O)Nc1c(Cl)cc2c(c1Cl)Cc1cc(N)ccc1-2	91	102	78	100	96	99	124	61
COc1ccc(N2CCN(/C(=N\c3sc(-c4ccccc4)nc3-c3ccccc3)c3ccccc3)CC2)cc1	99	105	nt	98	122	103	102	98
CC(C)Cc1ccc(C(C)c2nnc(NC(=S)Nc3ccccc3)s2)cc1 (stereo not drawn)	90	95	62	95	97	95	97	94
CCOC(=O)CCC(=O)P(=O)(O)O	97	98	39	104	104	75	92	106
CC(=O)c1ccc2c(c1)CCN2	98	97	83	105	nt	95	nt	117
COc1ccc(C(O)c2cc3c(N)c(C(=O)Nc4cccc(Br)c4C)sc3nc2C)cc1 (stereo not drawn)	21	36	61	-7.4*	33	16	19	38
N#CCc1ccc(Cl)c(Cl)c1	98	100	108	100	102	108	94	nt
COc1ccc(C(=O)C[n+]2ccn(CC(=O)Nc3cccc4cccnc34)c2)cc1	89	100	65	86	87	87	89	78
Cc1ccc(-c2nc3ccccc3n2CC(=O)N/N=C/c2cccc(OCc3ccccc3)c2)o1	58	85	68	67	77	71	76	57
CCOCCC(=O)C(C#N)c1cccc(OC)c1OC (stereo not drawn)	105	96	90	101	100	90	102	105
COc1cccc(/C=C/C(=O)c2cc3c(N)c(C(=O)Nc4cccc5ccccc45)sc3nc2C)c1	20	25	69	-20*	-67*	7.0*	2.5*	40

Assay outcomes: PubChem, NCI
